From PubChem
GBA activity up: glucocerebrosidase activity enhancement | P04062 | L444P Gaucher fibroblasts, 4-MU-glucoside fluorescence, 3 days | activation, % at 10 µM | 30,000 tested, 0.44% active; in the data active = activation above about 65%;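 also: 0% = vehicle wells and 100% = positive control wells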
Target sequence (P04062 whole entry L483P): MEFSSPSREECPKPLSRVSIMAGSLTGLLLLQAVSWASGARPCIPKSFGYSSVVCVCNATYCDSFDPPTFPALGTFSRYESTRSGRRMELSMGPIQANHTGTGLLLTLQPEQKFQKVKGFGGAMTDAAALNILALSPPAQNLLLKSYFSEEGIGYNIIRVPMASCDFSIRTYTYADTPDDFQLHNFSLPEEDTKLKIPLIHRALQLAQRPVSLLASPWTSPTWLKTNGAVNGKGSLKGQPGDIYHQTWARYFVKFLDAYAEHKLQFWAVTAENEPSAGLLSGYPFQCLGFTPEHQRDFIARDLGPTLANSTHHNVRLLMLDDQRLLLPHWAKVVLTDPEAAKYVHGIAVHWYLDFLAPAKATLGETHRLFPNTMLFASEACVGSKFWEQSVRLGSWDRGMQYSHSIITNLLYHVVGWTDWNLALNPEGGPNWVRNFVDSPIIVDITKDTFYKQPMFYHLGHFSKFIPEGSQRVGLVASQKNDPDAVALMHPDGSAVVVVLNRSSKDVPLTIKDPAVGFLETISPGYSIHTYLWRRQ
An asterisk follows results filed as active.

entry	structure	GBA activity up
1	COc1cc(C(=O)OCC(=O)N(C)Cc2ccccc2)cc(OC)c1OC	4
2	O=C(NCCCn1ccnc1)c1noc2c1CCc1ccccc1-2	-37
3	O=C(O)CN1C(=O)C2(OCCCO2)c2ccccc21	4
4	CN1C(=O)c2cccc3c(S(=O)(=O)Nc4ccccn4)ccc1c23	-15
5	CCOc1ccc2[nH]c(=O)c(=O)[nH]c2c1	3
6	O=C(NCCCCNC(=O)c1c(F)c(F)c(F)c(F)c1F)c1c(F)c(F)c(F)c(F)c1F	0
7	Cc1ccc2nc(-c3cccnc3)oc2c1	3
8	CCCC(=O)Nc1cc(OC)c(NC(=O)NC2CCCCC2)cc1OC	3
9	c1coc(-c2nc3ccccc3nc2-c2ccco2)c1	-1
10	CCOC(=O)N1CCN(S(=O)(=O)c2ccc3[nH]cc(C(=O)O)c(=O)c3c2)CC1	27
11	COc1ccc(OC)c(S(=O)(=O)NCc2csc(-c3ccccc3)n2)c1	7
12	O=C(O)c1ccc(NS(=O)(=O)c2cccc3nsnc23)cc1	1
13	COc1ccc(C(=O)NCC(=O)OC2CCCCC2=O)cc1 (stereo not given)	-11
14	Clc1ccc(OCc2nn3c(-c4ccccc4)nnc3s2)c(Cl)c1	13
15	NS(=O)(=O)c1ccc(NS(=O)(=O)c2cccs2)cc1	-3
16	O=C(c1ccc(Cn2cc(Br)cn2)cc1)N1CCN(c2ccccc2)CC1	-16
17	O=C(NC1CCCCC1)C1CCCN1S(=O)(=O)c1cccc2nsnc12 (stereo not given)	-4
18	FC(F)(F)c1cccc(N2CCN(c3ccc4nnc(-c5ccccc5)n4n3)CC2)c1	-11
19	CCCn1c(C)cc(C(=O)COc2ncnc3sccc23)c1C	-8
20	COc1ccc(OC)c(S(=O)(=O)N(C)CC(=O)Nc2ccccc2OC)c1	-20
21	COc1ccc(OC)c(NC(=O)C(CCS(C)(=O)=O)NC(C)=O)c1 (stereo not given)	7
22	CCn1nc(C(=O)N2CCN(Cc3ccc4c(c3)OCO4)CC2)c2ccccc2c1=O	2
23	CCOc1ccccc1Oc1ccc(C(F)(F)F)cn1	-18
24	COc1ccc(OC)c(NC(=O)c2cc(S(=O)(=O)NCc3ccco3)ccc2F)c1	-5
25	S=c1[nH]nc(-c2ccc(Br)cc2)n1Cc1ccco1	-21

Continued; the last three above are carried over.
entry	structure	GBA activity up
23	CCOc1ccccc1Oc1ccc(C(F)(F)F)cn1	-18
24	COc1ccc(OC)c(NC(=O)c2cc(S(=O)(=O)NCc3ccco3)ccc2F)c1	-5
25	S=c1[nH]nc(-c2ccc(Br)cc2)n1Cc1ccco1	-21
26	CCOC(=O)c1c(N)nn(C(=O)C(C)(C)C)c1-c1ccccc1	-1
27	CN(C)S(=O)(=O)c1ccc(C(=O)OCC(=O)NC(=O)NCc2ccccc2)cc1	-3
28	Cc1ccc(CNC(=O)c2nnn(-c3cccc(C)c3)c2N)cc1	-13
29	O=C(Nc1c2c(nn1-c1ccc(Cl)cc1)CS(=O)(=O)C2)c1ccc2c(c1)OCO2	-3
30	CCCC(=O)c1ccc(N2CCN(C(=O)OCC)CC2)c(F)c1	-10
31	Cn1c(=O)c2c(nc(CN3CCc4ccccc4C3)n2Cc2ccc(F)cc2)n(C)c1=O	5
32	CCOc1ccc(C(=O)NCc2ccncc2)cc1	-20
33	CCOC(=O)c1nnn(-c2nonc2N)c1CNC(C)C	0
34	CCOC(=O)N1CCC(N2CCN(S(=O)(=O)c3ccc(NC(C)=O)cc3)CC2)CC1	11
35	CC1(C)CC2CC(C)(CN2C(=O)COC(=O)c2ccc(Cl)cc2N)C1 (stereo not given)	6
36	CCOc1ccc2nc(NCCNS(=O)(=O)c3ccccc3)c(C#N)cc2c1	-14
37	CCN(CC)C(=O)CN1C(=O)C2CC=C(Cl)CC2C1=O (stereo not given)	-13
38	CCN1C(=O)OC2(CCCCC2)C1(C)O (stereo not given)	-8
39	CCOC(=O)c1cc(NC(=O)c2cc(C)on2)cc(C(=O)OCC)c1	9
40	CCSc1nnc(-c2cccc(S(=O)(=O)N(CC)CC)c2)n1Cc1ccccc1	-8
41	COc1ccc(C(=O)CSc2nnc(-c3ccccc3)o2)cc1	6
42	COc1ccccc1N1CCN(C(c2ccc(C)cc2)c2nnnn2C(C)C)CC1 (stereo not given)	-1
43	COc1ccc(-c2noc(CN(C)S(=O)(=O)c3ccc(Cl)cc3)n2)cc1OC	-10
44	Cc1cc(C)n(-c2nc3ccccc3c(=O)n2OC2CCCCC2)n1	-30
45	COc1ccc(C)cc1NC(=O)CN1CCN(S(=O)(=O)c2ccc(C(C)C)cc2)CC1	21
46	Nn1c(SCC(=O)NC(=O)NC2CCCC2)nnc1-c1ccccc1F	3
47	C(=N\c1nccs1)/Nc1nccs1	-1
48	CCN(C(=O)Cn1c(=O)oc2ccccc21)c1cccc(C(F)(F)F)c1	-6
49	CCOc1ccc2nc3sc(C(=O)N4CCN(C)CC4)c(N)c3cc2c1	-14
50	Cc1n[nH]c(C)c1SCC(=O)Nc1ccc(F)cc1	-11

Taken from above:
Result of CCOc1ccc2nc(NCCNS(=O)(=O)c3ccccc3)c(C#N)cc2c1 in GBA activity up: -14
Result of CCSc1nnc(-c2cccc(S(=O)(=O)N(CC)CC)c2)n1Cc1ccccc1 in GBA activity up: -8
Result of S=c1[nH]nc(-c2ccc(Br)cc2)n1Cc1ccco1 in GBA activity up: -21
Result of FC(F)(F)c1cccc(N2CCN(c3ccc4nnc(-c5ccccc5)n4n3)CC2)c1 in GBA activity up: -11

(more compounds)
entry	structure	GBA activity up
51	Nc1nc(Nc2ccccc2)nc2ccccc12	-3
52	COc1cc(C)nc(NCc2ccccc2)n1	-8
53	Cc1nc2nc(C)n(-c3ccccc3)c2s1	3
54	CCOC(=O)NC1C=CS(=O)(=O)C1 (stereo not given)	-46
55	CCOC(=O)c1c(Nc2ccccc2N)cc(C)nc1C	6
56	CCn1nc(C(=O)Nc2ccc(S(=O)(=O)Nc3nccs3)cc2)c2ccccc2c1=O	4
57	O=C(c1ccc2snnc2c1)N1CCN(c2ccccn2)CC1	-7
58	CC(C)c1ccc(N2C(=O)[C@@H]3Cc4ccccc4CN3C2=O)cc1	-16
59	Cn1c(=O)c2c(nc(Oc3ccc4c(c3)OCO4)n2Cc2ccc(Cl)cc2)n(C)c1=O	-29
60	Cn1nc(-c2ccc(N3CCOCC3)c(NS(=O)(=O)c3ccccc3)c2)c2ccccc2c1=O	-19
61	CC(=O)Nc1ccc(S(=O)(=O)N(C)c2ccc(O)cc2)cc1	-11
62	COc1ccccc1CNC(=O)COC(=O)c1ccc(NC(N)=O)cc1	-9
63	COc1ccc(-c2csc(NC(=O)C3CCCO3)n2)cc1 (stereo not given)	-11
64	COc1ccc2[nH]c(=O)c(CN(Cc3ccc(C)cc3)Cc3nnnn3CC3CCCO3)cc2c1 (stereo not given)	-7
65	CC(=O)N1CCc2cc(S(=O)(=O)CCC(=O)N3CCN(C(=O)c4ccco4)CC3)ccc21	64
66	COc1ccc(CNC(=O)CSc2nnc(-c3ccc(NC(C)=O)cc3)n2C)cc1	-2
67	C=CCN1C(=O)C2C(C(=O)NC)C3(C)C=CC2(O3)C1C(=O)NCc1ccc(OC)cc1 (stereo not given)	-13
68	COc1ccc(CNC(=O)C(c2ccco2)N(Cc2cccs2)C(=O)Cc2cccs2)cc1 (stereo not given)	-22
69	COCCn1c(-c2ccc(OC)cc2)cnc1SCC(=O)Nc1cc(C)on1	-9
70	Cc1nc2nc(COc3ccccc3)nn2c(C)c1Cl	-50
71	N#Cc1ccc2ccn(CC(=O)N3CCCc4ccccc43)c2c1	-11
72	O=C(O)COc1ccc(-c2nnn(Cc3ccccc3F)n2)cc1	-67
73	O=C(CCc1ccccc1)Nc1nc2ccc(S(=O)(=O)N3CCOCC3)cc2s1	-44
74	O=C1NC(=S)S/C1=C1\Sc2ccccc2N1CCCS(=O)(=O)O	-10
75	CC1CCN(CCCNC(=O)c2n[nH]c(=O)c3ccccc23)CC1	0

Remaining list, next part
nr | structure | GBA activity up
76 | COc1ccc(CCNC(=O)CCNS(=O)(=O)c2ccc3c(c2)CCN3C(C)=O)cc1OC | -13
77 | O=C(c1ccco1)[C@@H]1[C@@H]2C(=O)N(c3ccc(F)cc3)C(=O)[C@@H]2C2c3ccccc3C=CN21 (stereo not given in full) | -13
78 | COc1ccccc1NC(=O)CN1CCCCC1 | -24
79 | CCOC(=O)C1CCN(C(=O)CN(C)S(=O)(=O)c2cc(C)ccc2OC)CC1 | -7
80 | CCCc1nc2ccccc2c(=O)n1/N=C/c1ccccc1O | -53
81 | Cn1c(N2CCCCC2)nc2c1c(=O)[nH]c(=O)n2C | 6
82 | C=CCN1CCN(C(c2ccc(OC)c(OC)c2)c2nnnn2C(C)(C)C)CC1 (stereo not given) | -34
83 | Oc1c(C(c2ccccn2)N2CCOCC2)ccc2cccnc12 (stereo not given) | -30
84 | CCOC(=O)c1sc2nc(C)cc(C)c2c1NC(=O)c1ccco1 | -2
85 | Cc1ccc(N2C(=O)CSC23C(=O)Nc2ccccc23)cc1 (stereo not given) | -60
86 | CC(C(N)=O)N1C(=O)C2C3C=CC(C3)C2C1=O (stereo not given) | -9
87 | COc1cccc(C2CC(C(F)(F)F)n3ncc(C(=O)NCc4ccco4)c3N2)c1 (stereo not given) | -9
88 | O=c1cc(NCCO)c2ccccc2o1 | -16
89 | C=CCn1c(SCC(=O)NCc2ccccc2)nnc1-c1ccccc1O | -3
90 | O=C(CSCCSCC(=O)c1ccco1)c1ccco1 | -24
91 | CN1c2ccccc2N(C)C1c1ccc2c(c1)OCO2 | -2
92 | C=CCn1c(SCC(=O)NCC2CCCO2)nc2scc(-c3ccco3)c2c1=O (stereo not given) | -3
93 | COC(=O)c1ccc(NC(=O)CS(=O)(=O)Cc2ccccc2)cc1 | -3
94 | O=c1c2ccccc2nc(-c2ccccc2)n1CCCN1CCOCC1 | 6
95 | CCn1nc(C(=O)OCC(=O)N2c3ccccc3CC2C)c2ccccc2c1=O (stereo not given) | -6
96 | Cc1cc(CN2C(=O)c3ccccc3C2=O)on1 | -8
97 | COc1ccc(S(=O)(=O)NCC(c2cccnc2)N2CCN(c3ccccc3OC)CC2)cc1C (stereo not given) | 2
98 | CCS(=O)(=O)Nc1ccc(-c2nnc(SCC(=O)OC)o2)cc1 | -32
99 | O=C(c1ccco1)N1CCN(c2cc(=O)n(C3CCCCC3)c(=O)[nH]2)CC1 | -12
100 | CN1CCN(C(=O)c2ccc(-c3nn(C)c(=O)c4ccccc34)cc2)CC1 | 28
101 | Cc1onc(-c2ccccc2Cl)c1C(=O)NCCn1ccc2ccccc21 | -11
102 | COc1cccc(NC(=O)C2CC(=O)N(C)C(=Nc3cccc(F)c3)S2)c1 (stereo not given) | 4
103 | O=C1c2ccccc2C(=O)N1n1c(=O)[nH]c2ccccc2c1=O | 0
104 | CCOC(=O)c1cnn(-c2ncnc3sc4c(c23)CCC4)c1N | -23
105 | O=C(NCC(c1cccnc1)N1CCN(c2ccc(F)cc2)CC1)OCc1ccccc1 (stereo not given) | -3

Among those listed so far, these contain a cyano group.
nr | structure | GBA activity up
36 | CCOc1ccc2nc(NCCNS(=O)(=O)c3ccccc3)c(C#N)cc2c1 | -14
71 | N#Cc1ccc2ccn(CC(=O)N3CCCc4ccccc43)c2c1 | -11

Later entries
nr | structure | GBA activity up
106 | COc1ccccc1-c1nnc(SCC(=O)Nc2ccccc2)o1 | -7
107 | O=C(NC1CCCC1)c1csc2c1CCCC2 | -7
108 | Cc1ccc(CN(Cc2cc3cccc(C)c3[nH]c2=O)C(=O)N(C)C)cc1 | -12
109 | Cc1noc(NS(=O)(=O)c2ccc(NC(=O)CSc3nc4ccccc4[nH]3)cc2)c1C | -3
110 | O=C(COC(=O)CSCC(=O)N1CCCCC1)NCc1ccc(F)cc1 | 3
111 | Cn1ccnc1-c1nc2ccccc2[nH]c1=O | 0
112 | CCCCCNC(=O)c1ccc2c(=O)n(CC3CCCO3)c(=O)[nH]c2c1 (stereo not given) | 0
113 | COc1ccc(N2CCN(C3CC(=O)N(c4ccc5c(c4)OCCO5)C3=O)CC2)cc1 (stereo not given) | 3
114 | Cc1ccc(C(=O)NCc2ccc3c(c2)OCO3)cc1S(=O)(=O)N1CCCCC1 | 2
115 | O=C(CC(C(=O)O)C1CCCO1)Nc1cccc(C(F)(F)F)c1 (stereo not given) | -1
116 | COCCOC(=O)c1c(NC(=O)CN2CCOCC2)sc(C(N)=O)c1C | -10
117 | COc1ccc(S(=O)(=O)NC2CCCCC2)cc1C | -21
118 | CCn1cnc2cc(NCc3cccc(OC)c3O)ccc21 | -48
119 | CS(=O)(=O)N(CCc1ccccc1)CC(=O)N1CCCCC1 | -37
120 | O=C(NCc1ccc(N2CCCC2=O)cc1)Nc1cccc(Cl)c1 | -18
121 | CC1=C(C(=O)OCc2ccc3c(c2)OCO3)C(c2ccc(F)cc2)NC(=O)N1 (stereo not given) | -36
122 | Cc1cc(Oc2ccc(Cl)cc2)nc(-c2ccccc2O)n1 | -6
123 | COc1ccc(-n2ncc3c(NCc4ccc5c(c4)OCO5)ncnc32)cc1 | -37
124 | CCOC(=O)c1ccc(NC(=O)CCc2c(C)nc3ncnn3c2C)cc1 | -11
125 | CNC(=O)c1cc2c(s1)CCCCCC2 | -75
126 | O=C(CN(CC1CCCO1)S(=O)(=O)c1ccc(S(=O)(=O)NC2CC2)cc1)Nc1ccccc1 (stereo not given) | -8
127 | O=C1CN(c2ccc(Br)cc2)C(=O)N1CC(=O)N1CCCc2ccccc21 | -8
128 | C=CCN(C(=O)Cn1nnc2ccccc21)C(C(=O)NCCOC)c1ccc(OC)cc1OC (stereo not given) | 93*
129 | CC1CC(C)CN(CCCNC(=O)c2ccc(CS(=O)(=O)Cc3ccccc3F)o2)C1 (stereo not given) | -42
130 | CCOc1ccc(-c2cc(CCCC(=O)NCCCOC)no2)cc1 | -26
131 | COC(=O)c1cc(NC(=O)CCc2c(C)nc3ncnn3c2C)cc(C(=O)OC)c1 | -13
132 | CC1Cc2ccccc2N1S(=O)(=O)c1cnc[nH]1 (stereo not given) | 12
133 | Cc1cc(C(F)(F)F)nc(Nc2nc(C)c3ccccc3n2)n1 | -2
134 | CC(C)CC(NC(=O)C(CC(C)C)NC(=O)OC(C)(C)C)C(=O)O (stereo not given) | 14
135 | CC(=O)c1cccc(NC(=O)Nc2ccc(C(=O)N3CCOCC3)cc2)c1 | -1
136 | COc1cccc(C2NC(=O)NC(C)=C2C(=O)Nc2ccc(C)cc2)c1OC (stereo not given) | -3

Two entries drawn at random from the list so far:
nr | structure | GBA activity up
70 | Cc1nc2nc(COc3ccccc3)nn2c(C)c1Cl | -50
117 | COc1ccc(S(=O)(=O)NC2CCCCC2)cc1C | -21

The list is partial (hit frequency here may not be typical).
